# Screens deposited in PubChem BioAssay by several laboratories.
# FAS TE block: FAS thioesterase domain inhibitors, primary screen, biochemical, fluorescence intensity, uHTS; Fatty acid synthase (Homo sapiens), P49327; recombinant FAS-TE, OMFH fluorogenic substrate, fluorescence endpoint; inhibition, % at 15 µM; 360,000 compounds, 0.67% hits;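 active = compounds whose normalised, plate-corrected inhibition of enzyme fluorescence in the single-dose primary screen is 50% or more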;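 note: 0% = DMSO with enzyme and 100% = substrate without enzyme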
# CendR NRP1 mod: modulators of CendR peptide binding to NRP-1, primary screen, biochemical, fluorescence polarization, uHTS | Neuropilin-1 (Homo sapiens), O14786 | FAM-RPARPAR peptide binding to NRP-1 | inhibition, % at 25 µM | 360,000 compounds, 0.85% hits | AID 602438, 2012;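 active = inhibition or corrected inhibition above about 18%, plus a signal ratio from 0.5 to 1.5, limit read from the data, passing the limit was not always enough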; note: strong numbers were not always called active
# Target sequence (O14786 whole entry, looked up): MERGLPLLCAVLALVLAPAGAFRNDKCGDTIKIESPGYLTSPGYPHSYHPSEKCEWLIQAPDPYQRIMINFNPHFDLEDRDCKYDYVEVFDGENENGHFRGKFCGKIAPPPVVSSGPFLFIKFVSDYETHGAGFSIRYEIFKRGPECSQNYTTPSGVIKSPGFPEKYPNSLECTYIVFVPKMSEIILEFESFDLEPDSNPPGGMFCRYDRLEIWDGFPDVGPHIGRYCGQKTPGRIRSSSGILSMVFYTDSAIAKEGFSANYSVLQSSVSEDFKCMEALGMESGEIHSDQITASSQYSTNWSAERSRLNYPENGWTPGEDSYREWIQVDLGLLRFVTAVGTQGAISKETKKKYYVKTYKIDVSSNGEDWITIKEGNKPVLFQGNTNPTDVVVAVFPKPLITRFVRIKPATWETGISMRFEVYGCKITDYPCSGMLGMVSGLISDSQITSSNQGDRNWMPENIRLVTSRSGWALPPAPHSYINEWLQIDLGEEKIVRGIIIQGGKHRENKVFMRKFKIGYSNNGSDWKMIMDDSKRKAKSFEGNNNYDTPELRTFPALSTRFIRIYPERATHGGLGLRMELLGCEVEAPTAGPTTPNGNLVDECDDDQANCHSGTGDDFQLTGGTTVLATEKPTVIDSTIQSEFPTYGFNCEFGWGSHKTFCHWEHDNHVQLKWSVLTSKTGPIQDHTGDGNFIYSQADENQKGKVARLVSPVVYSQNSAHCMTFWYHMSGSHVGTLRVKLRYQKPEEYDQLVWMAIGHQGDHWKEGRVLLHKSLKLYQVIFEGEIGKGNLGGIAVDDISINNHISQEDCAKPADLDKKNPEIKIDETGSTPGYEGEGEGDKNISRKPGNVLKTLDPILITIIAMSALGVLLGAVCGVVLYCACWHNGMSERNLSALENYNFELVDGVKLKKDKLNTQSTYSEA
# Neddylation inh: inhibitors of cullin neddylation, primary screen, biochemical, TR-FRET, uHTS, NAE and Ubc12; NEDD8-conjugating enzyme Ubc12 (Homo sapiens) + NEDD8-activating enzyme E1 regulatory …; AID 651699, 2012; calls only at 25 µM; 360,000 compounds, 0.58% hits; in the data active = inhibition above about 36%
# E coli Lon inh: inhibitors of E. coli Lon protease, primary screen, biochemical, fluorescence polarization; P0A9M0; purified E. coli Lon protease; inhibition, % at 7.94 µM; 360,000 compounds, 0.42% hits; AID 602123, 2011; in the data active = inhibition above about 13%, passing the limit was not always enough;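 note: 0% = enzyme with probe and DMSO and 100% = no enzyme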
# MT1-MMP act inh: blockers of MT1-MMP proenzyme processing, primary screen, HT1080 RFP-PRO-GFP cells, GFP/RFP fluorescence; Matrix metalloproteinase-14 (Homo sapiens), P50281; GFP/RFP ratio fluorescence, overnight; percent of plate control window, DMSO zero; GFP/RFP ratio change, % at 20 µM; 360,000 compounds, 0.061% hits;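 active = GFP/RFP ratio change of at least 30% with cell ATP level not reduced by more than half and red fluorescence within 50% of control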; note: strong numbers were not always called active
#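 Assay system: HT1080 cells carrying an RFP-PRO-GFP reporter | Dosing: Single dose of 20 µM compound, 1% DMSO final | Incubation: Cells overnight before dosing, compound overnight, 37 °C, 5% CO2 | Evaluation: GFP/RFP fluorescence ratio | Control set: DMSO and RFP-L50D-GFP cell wells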
# Rin1-Abl PPI inh: inhibitors of Rin1-Abl protein binding, primary screen, biochemical, TR-FRET. inhibition, % at 7.35 µM. Tyrosine-protein kinase ABL1 (Homo sapiens) + Ras and Rab interactor 1 (Homo sapiens), …. 360,000 compounds, 0.4% hits; in the data active = inhibition above about 5%, passing the limit was not always enough
# MLLE-PAM2 inh: inhibitors of PABP1 MLLE–PAM2 peptide binding, primary screen, biochemical, fluorescence polarization, FITC-PAM2, GST-MLLE | Polyadenylate-binding protein 1 (Homo sapiens), P11940 | 360,000 compounds, 0.36% hits | inhibition, % at 20 µM; in the data active = inhibition above about 35%, passing the limit was not always enough;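 note: plate controls were DMSO wells with GST-MLLE for no effect and wells lacking GST-MLLE protein for full effect; some results filed as inactive read as strong as hits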
# bovine MsrA act: bovine MsrA enzyme activators, primary screen, biochemical, absorbance, HTS | purified bovine MsrA, absorbance read-out | activation, % at 10.6 µM | 360,000 compounds, 0.3% hits | AID 602163, 2012; in the data active = activation above about 7.5%;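 note: 0% = vehicle and 100% = reference activator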
# SKN-1 block: suppressors of acrylamide-induced Pgst-4::GFP reporter in worms, primary screen, SKN-1 inhibitor project, whole organism, uHTS, GFP/RFP fluorescence ratio, strain VP596; C. elegans VP596 Pgst-4::GFP/RFP ratio, 24 h; inhibition, % at 21.8 µM; 360,000 compounds, 0.49% hits; AID 624304, 2012;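 active = interference check ratio from 0.5 to 1.5 plus GFP to RFP signal ratio inhibition reaching or exceeding a fixed threshold, cut at about 30% in these data, passing the limit was not always enough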; note: some compounds called inactive have numbers as strong as hits
# Numbers without * were called inactive; i = inactive; nt = not tested or not shown; + = active, no number; & = joins results of further samples.
SMILES,FAS TE block,CendR NRP1 mod,Neddylation inh,E coli Lon inh,MT1-MMP act inh,Rin1-Abl PPI inh,MLLE-PAM2 inh,bovine MsrA act,SKN-1 block
COc1ccc(CNC(=O)C2CCN(S(=O)(=O)c3cccc4nsnc34)CC2)cc1,-2,12,i,10,1,-3,-4,-2,2
COCCN(CC1CCCN(C2Cc3ccccc3C2)C1)C(=O)CCC(N)=O (stereo not drawn),-4,1,i,1,0,1,-5,-2,6
CCc1ccc(CN2CCC(n3nccc3NC(=O)Cc3ccccc3)CC2)o1,-2,-3,i,2,0,1,-5,0,8
O=C(Cc1ccc(S(=O)(=O)N2CCCCC2)s1)Nc1cccc2ccccc12,-12,-14,i,-4,-1,-2,-12,-3,0
Cc1cc(C)n(-c2nc3nonc3nc2-n2nc(C)cc2C)n1,-8,-6,i,-5,0,-3,-3,-3,-5
CC(NC(=O)COC(=O)/C=C/c1ccc(Cl)cc1)c1ccccc1 (stereo not drawn),-2,4,i,11,1,2,-8,-4,4
O=C(NCCc1c[nH]c2ccccc12)Nc1cccc2ccccc12,9,13,i,-8,0,-5,-15,-1,10
O=c1cc(Cc2nnc(SCc3ccccc3)n2-c2ccc(Cl)cc2)[nH]c(=O)[nH]1,8,6,i,10,-10,2,12,-2,6
CCOCCCNC(=O)NC12CC3CC(CC(C3)C1)C2,-3,3,i,3,3,2,4,-10,-2
CCC1CN(C(=O)N2CCC(C(=O)NCc3ccco3)CC2)c2cc(C)ccc2O1 (stereo not drawn),5,8,i,3,3,2,-6,-1,22
CC(OC(=O)CCC1CCCC1)C(=O)Nc1ccccc1[N+](=O)[O-] (stereo not drawn),23,-2,i,-8,1,-3,11,-2,-7
Cc1ccc(C2(c3ccccc3)NC(=O)N(CC(=O)NC3CCS(=O)(=O)C3)C2=O)cc1C (stereo not drawn),-5,-6,i,1,-1,0,-26,-3,3
CCN(CCC(=O)Nc1ccc(Br)c(C)c1)Cc1ccccc1,7,-6,i,0,1,1,3,-1,11
Cc1cccc(S(=O)(=O)Nc2nc3ccccc3nc2NCC2CCCO2)c1 (stereo not drawn),-8,3,i,2,-7,-6,3,-11,-19
CCOC(=O)C1(Cc2ccc(OC)cc2)CCN(C(=O)c2ccoc2C)CC1,4,1,i,-7,-5,0,-6,0,-8
Cc1nc(C)c(C(=O)NCc2ccc(Cl)cc2)o1,-5,-16,i,-11,2,0,0,0,12
CC1(C(=O)NS(=O)(=O)c2ccc(Cl)s2)CCN1C(=O)C1CCCCC1 (stereo not drawn),-9,-2,i,-11,2,1,-3,-2,10
O=C(C1COc2ccccc2O1)N1CCN(Cc2ccc3c(c2)OCO3)CC1 (stereo not drawn),2,6,i,-5,4,-2,-8,2,22
CCCCc1c(C(=O)O)cc(OC)cc1C(=O)O,-8,-5,i,1,3,3,10,-2,-11
Nc1nnc(CCc2ccccc2)s1,-9,2,i,-3,1,1,8,2,-22
CCC(=O)OCC(=O)Nc1cc([N+](=O)[O-])ccc1Cl,-2,17,i,1,3,-1,6,-3,4
Cn1cccc1-c1cc(C(=O)N/N=C/c2cc(Br)ccc2O)[nH]n1,29,-7,i,-10,1,-2,-20,-4,16
Cc1ccc(-c2noc(CCC(=O)NCc3ccco3)n2)cc1,-6,-15,i,-13,0,-3,0,-2,2
COc1ccc(NC(=O)COC(=O)C2COc3ccccc3O2)cc1OC (stereo not drawn),-5,-2,i,-21,-4,-4,-9,0,6
CCOC(=O)n1cc(C(=O)c2ccccc2O)cn1,-4,-11,i,12,-4,-2,12,-4,-18
COc1ccccc1C(NC(=O)C1CCN(CCOc2ccc3ccccc3c2)CC1)c1ccccn1 (stereo not drawn),3,14,i,-9,3,1,8,-5,-11
COc1ccccc1CNS(=O)(=O)c1ccc2c(c1)N(C(C)=O)CCO2,-3,-5,i,4,-2,3,-1,1,15
COc1ccc(/C=N/NC(=O)C(=O)NCc2cccnc2)cc1,-4,-5,i,2,1,0,8,-3,12
O=C(O)C1(P(=O)(c2ccc(Cl)cc2)c2ccc(Cl)cc2)CCCC1,-5,14,i,-7,-6,2,2,-3,3
CC(=O)N1CCN(c2ccc(Nc3nc(C)nc4c3oc3ccccc34)cc2)CC1,-6,3,i,-1,-1,-1,0,1,-14

# In another format: entries from further up.
CC1(C(=O)NS(=O)(=O)c2ccc(Cl)s2)CCN1C(=O)C1CCCCC1 (stereo not drawn)
  FAS TE block: -9
  CendR NRP1 mod: -2
  Neddylation inh: i
  E coli Lon inh: -11
  MT1-MMP act inh: 2
  Rin1-Abl PPI inh: 1
  MLLE-PAM2 inh: -3
  bovine MsrA act: -2
  SKN-1 block: 10
O=C(C1COc2ccccc2O1)N1CCN(Cc2ccc3c(c2)OCO3)CC1 (stereo not drawn)
  FAS TE block: 2
  CendR NRP1 mod: 6
  Neddylation inh: i
  E coli Lon inh: -5
  MT1-MMP act inh: 4
  Rin1-Abl PPI inh: -2
  MLLE-PAM2 inh: -8
  bovine MsrA act: 2
  SKN-1 block: 22

# (continued)
SMILES,FAS TE block,CendR NRP1 mod,Neddylation inh,E coli Lon inh,MT1-MMP act inh,Rin1-Abl PPI inh,MLLE-PAM2 inh,bovine MsrA act,SKN-1 block
CC(C)Nc1nc(NC(C)C)nc(N(C)n2cnnc2)n1,-10,-9,i,4,10,-1,-92,2,4
COC(=O)C1(C(=O)OC)C(C(=O)c2ccccc2)C1c1ccccc1 (stereo not drawn),8,11,i,-3,0,-1,-7,-2,7
CCn1c(=O)c([N+](=O)[O-])c(NC2CCS(=O)(=O)C2)c2ccccc21 (stereo not drawn),-5,0,i,8,3,-5,8,-2,-2
COc1ccccc1NC(=O)C(C)OC(=O)C1CCN(S(=O)(=O)c2ccccc2C(F)(F)F)CC1 (stereo not drawn),30,4,i,6,3,-1,-3,2,5
CCNc1ccc(S(=O)(=O)N(C)C)cc1NCC(=O)Nc1ccc(F)c(Cl)c1,58*,-15,i,-18,-2,1,13,-2,11
CCOC(=O)c1c(CN2CCOCC2)n(C)c2cc(Br)c(O)c(CN(C)C)c12,-7&-5,3&-2,i,-15&12,9&4,-8&-3,5&-6,0&-1,-6&8
COc1cc2ncc(C(=O)c3ccccc3)c(N3CCN(Cc4ccccc4)CC3)c2cc1OC,13,-15,i,-5,0,-6,-12,-1,-12
COCC(=O)N(Cc1cc2cc(OC)ccc2[nH]c1=O)c1ccccc1OC,-6,-14,i,3,1,4,8,2,27
COc1ccccc1C(CCNCc1ccc(N(C)C)cc1)c1ccc(OC(C)C)cc1 (stereo not drawn),-40,-4,i,-17,-4,1,-1,0,-6
CCOc1ccc(-c2n[nH]c(C)c2Oc2ccc(OC)cc2)c(O)c1,-32,5,i,10,5,0,-4,-2,-1
COc1ccc2c(c1OC)C(=O)OC2N1C(=O)CC[C@H]1C(=O)Nc1ccc(F)cc1F (stereo partly drawn),-4,-18,i,-1,5,1,8,-1,17
COc1ccc(NC(=O)c2c(F)c(F)c(F)c(F)c2F)cc1Cl,-3,2,i,-13,-4,1,1,-8,-1
COc1ccc(N=Nc2[nH]c3ccc(C)cc3c2O)cc1,-7,-13,i,-4,5,0,-98,-6,4
Fc1ccc(C2=Nn3c(Cc4ccccc4F)nnc3SC2)cc1,-1,6,i,-6,4,1,-38,-3,2
CC1CN(C(=O)c2cc(-c3ccc(Cl)s3)nc3ccccc23)CC(C)O1 (stereo not drawn),15,-1,nt,-1,-4,1,-2,-6,-4

# Taken from above.
# Entry for COc1cc2ncc(C(=O)c3ccccc3)c(N3CCN(Cc4ccccc4)CC3)c2cc1OC under E coli Lon inh: -5
# Entry for CCn1c(=O)c([N+](=O)[O-])c(NC2CCS(=O)(=O)C2)c2ccccc21 (stereo not drawn) under E coli Lon inh: 8

# Full records as entered above. Screens in order: FAS TE block | CendR NRP1 mod | Neddylation inh | E coli Lon inh | MT1-MMP act inh | Rin1-Abl PPI inh | MLLE-PAM2 inh | bovine MsrA act | SKN-1 block
# Results for CCOC(=O)c1c(CN2CCOCC2)n(C)c2cc(Br)c(O)c(CN(C)C)c12 → -7&-5 | 3&-2 | i | -15&12 | 9&4 | -8&-3 | 5&-6 | 0&-1 | -6&8
# Results for COCC(=O)N(Cc1cc2cc(OC)ccc2[nH]c1=O)c1ccccc1OC → -6 | -14 | i | 3 | 1 | 4 | 8 | 2 | 27
# Results for CC1CN(C(=O)c2cc(-c3ccc(Cl)s3)nc3ccccc23)CC(C)O1 (stereo not drawn) → 15 | -1 | nt | -1 | -4 | 1 | -2 | -6 | -4
# Results for COc1ccc(N=Nc2[nH]c3ccc(C)cc3c2O)cc1 → -7 | -13 | i | -4 | 5 | 0 | -98 | -6 | 4
# Results for CCOc1ccc(-c2n[nH]c(C)c2Oc2ccc(OC)cc2)c(O)c1 → -32 | 5 | i | 10 | 5 | 0 | -4 | -2 | -1

# Later entries
SMILES,FAS TE block,CendR NRP1 mod,Neddylation inh,E coli Lon inh,MT1-MMP act inh,Rin1-Abl PPI inh,MLLE-PAM2 inh,bovine MsrA act,SKN-1 block
CN1CCC[C@H]1CCNc1ccc2c(=O)c3ccccc3n(C)c2c1,-4,4,nt,-4,-2,-11,4,-8,7
CN(CC(=O)Nc1ccccc1Br)C(=O)CCC1CCCC1,1,10,i,-1,2,-4,-7,0,5
COc1ccc(N2CC(C(=O)N[C@H](C(=O)NC3CCCCC3)C(C)C)CC2=O)cc1 (stereo partly drawn),-8,7,i,-3,0,3,-8,-1,5
COc1ccc(-c2c(C)c3ccc(O)cc3oc2=O)cc1,-11,-14,nt,2,4,-6,-15,-6,11
CNc1cncc(-c2ccccc2NC(C)=O)n1,-6,32*,+,-9,-2,-7,2,-4,1
Cc1csc(SCC(=O)Nc2ccc(F)cc2Cl)n1,0,5,i,-12,1,-1,15,-10,-4
CCOc1cc2[nH]c(=S)n(C3CCN(Cc4ccccc4)CC3)c(=O)c2cc1OCC,-4,1,i,8,5,-3,-124,-3,0
COC(=O)CSc1nc2c(c(=O)[nH]c(=O)n2C)n1CCC(C)C,-10,1,i,10,1,1,-4,1,-2
O=C(OCC(=O)N1CCc2ccccc2C1)c1ccc(OC(F)F)cc1,10,10,i,-1,-3,3,-4,-12,-5
Cc1ccc(C)c(NS(=O)(=O)c2cc(C(=O)N3CCc4ccccc4C3)ccc2Cl)c1,23,-2,i,-2,-10,-2,5,8.2*,13
Cc1cnc(C(=O)OC(C)C(=O)NCc2ccccc2)cn1 (stereo not drawn),-8,0,i,-2,5,0,7,-4,-21
CC(C)c1nnc(NC(=O)c2ccc3ccccc3c2)s1,-4,8,i,9,5,-1,-9,-8,12

# Part of the list above, with two lines to a compound.
# Screens in order – FAS TE block | CendR NRP1 mod | Neddylation inh | E coli Lon inh | MT1-MMP act inh | Rin1-Abl PPI inh | MLLE-PAM2 inh | bovine MsrA act | SKN-1 block
CN(CC(=O)Nc1ccccc1Br)C(=O)CCC1CCCC1
  1 | 10 | i | -1 | 2 | -4 | -7 | 0 | 5
COc1ccc(N2CC(C(=O)N[C@H](C(=O)NC3CCCCC3)C(C)C)CC2=O)cc1 (stereo partly drawn)
  -8 | 7 | i | -3 | 0 | 3 | -8 | -1 | 5
